Screens as filed in PubChem.
EPAC2 agonist: qHTS for Agonist of cAMP-regulated guanine nucleotide exchange factor 4 (EPAC2): primary screen; Rap guanine nucleotide exchange factor 4 (Homo sapiens), Q8WZA2; EPAC2 activation, biochemical qHTS; response scale: 100% = 6.5 mM cAMP response; Potency, µM (titrated, usually from 154 µM), inactives show at the top dose activation, most hits filed as activators; 360,000 compounds, 0.079% hits; note: potency is the fitted concentration of half-maximal effect; nearly all actives have a fitted effect of over 50% in size
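Guanine nucleotide exchange by EPAC2 is measured as reduced fluorescence of BODIPY-GDP once it is released from 250 nM Rap1B. Plates are read kinetically for 30 min at room temperature; results are scaled to 6.5 mM cAMP.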
EPAC1 antagonist: qHTS for Antagonist of cAMP-regulated guanine nucleotide exchange factor 3 (EPAC1): primary screen | Potency, µM (titrated, usually from 115 µM), without a hit: top-dose activity change, negative = inhibition, hits mostly inhibitors | Rap guanine nucleotide exchange factor 3 (Homo sapiens), O95398 | 360,000 compounds, 0.14% hits | EPAC1 GEF assay, Rap1b-BODIPY-GDP exchange fluorescence;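 note: potency is the fitted concentration of half-maximal effect; plate controls were vehicle for no effect and positive control for full effect; nearly all actives have a fitted effect of over 50% in size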
Target sequence (O95398 whole entry, looked up): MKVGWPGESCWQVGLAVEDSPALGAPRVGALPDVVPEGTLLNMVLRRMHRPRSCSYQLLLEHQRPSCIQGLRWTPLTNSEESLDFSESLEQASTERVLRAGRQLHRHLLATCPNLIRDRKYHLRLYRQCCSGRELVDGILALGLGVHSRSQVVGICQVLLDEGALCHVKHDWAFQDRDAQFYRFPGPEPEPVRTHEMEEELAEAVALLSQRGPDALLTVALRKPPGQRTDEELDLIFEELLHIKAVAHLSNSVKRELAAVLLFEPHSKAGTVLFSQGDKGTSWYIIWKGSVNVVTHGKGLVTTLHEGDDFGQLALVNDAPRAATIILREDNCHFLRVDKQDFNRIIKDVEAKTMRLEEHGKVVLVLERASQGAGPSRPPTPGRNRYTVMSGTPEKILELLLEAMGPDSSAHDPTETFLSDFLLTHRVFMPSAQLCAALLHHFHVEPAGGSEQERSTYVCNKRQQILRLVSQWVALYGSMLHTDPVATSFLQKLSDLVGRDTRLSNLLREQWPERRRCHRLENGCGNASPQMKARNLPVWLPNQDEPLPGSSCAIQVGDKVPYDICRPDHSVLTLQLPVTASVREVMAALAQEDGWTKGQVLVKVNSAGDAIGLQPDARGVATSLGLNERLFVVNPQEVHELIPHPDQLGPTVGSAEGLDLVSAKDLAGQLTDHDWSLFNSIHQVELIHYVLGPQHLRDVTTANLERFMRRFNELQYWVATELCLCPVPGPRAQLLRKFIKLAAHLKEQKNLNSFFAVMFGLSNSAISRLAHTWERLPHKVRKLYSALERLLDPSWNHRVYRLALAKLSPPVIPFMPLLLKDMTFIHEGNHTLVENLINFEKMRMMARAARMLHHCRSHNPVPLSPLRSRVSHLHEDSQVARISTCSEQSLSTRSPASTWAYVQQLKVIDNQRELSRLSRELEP
PLK1 PBD block: qHTS for Inhibitors of PLK1-PDB (polo-like kinase 1 - polo-box domain): Primary Screen | Serine/threonine-protein kinase PLK1 (Homo sapiens), P53350 | Plk1 PBD binding of FITC phosphopeptide, fluorescence polarization | Potency, µM, inactives show max response, negative = inhibition, usual class: inhibitors | 360,000 compounds, 2.8% hits; note: potency is the fitted concentration of half-maximal effect; series mostly up to about 57 µM; % is set by controls: 0 for no effect and ±100 for the full control effect; nearly all actives have a fitted effect of over 65% in size
WRN inhibitor: qHTS for Inhibitors of WRN Helicase | AID 651768, 2012 | Potency, µM (series often up to 114 µM), for the others: at the highest dose activity change, negative = inhibition, hits mostly inhibitors | WRN helicase unwinding, fluorescent forked duplex, kinetic | 360,000 compounds, 0.46% hits | Bifunctional 3'-5' exonuclease/ATP-dependent helicase WRN (Homo sapiens), Q14191; note: potency is the fitted concentration of half-maximal effect; % is set by controls: 0 for no effect and ±100 for the full control effect; nearly all actives have a fitted effect of over 55% in size
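Screening of the MLSMR collection measured strand separation of a quenched forked DNA duplex (100 nM) by 20 nM WRN with 2 mM ATP, all final. Compounds were preincubated with enzyme 15 min at room temperature.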
PI5P4Ka inh: qHTS for Inhibitors of phosphatidylinositol 5-phosphate 4-kinase (PI5P4K) | Phosphatidylinositol 5-phosphate 4-kinase type-2 alpha (Homo sapiens), P48426 | PI5P4Kalpha enzyme, ADP-Glo luminescence, 60 min; hits give low values | max response, % | 330,000 compounds, 1.2% hits | AID 652105, 2013; active = max response of -50% or lower; inconclusive = between -30% and -50%; inactive = -30% or higher; note: value at the top dose of about 77 µM; % is set by controls: 0 for no effect and ±100 for the full control effect
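Quantitative HTS of the MLSMR library against PI5P4Kalpha with substrate. ATP added last at 5 microM final; room temperature, 60 minutes. Remaining ATP depleted, ADP converted and read as luminescence.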
IL2 activator: qHTS of IL-2 Activators; IL-2 activation reporter assay, cell-based qHTS; stimulated with anti-CD3/CD4/CD28 beads; in transgenic mouse T cells; activation, % (series mostly up to about 46 µM); 360,000 compounds, 0.065% hits; AID 652025, 2013; in the data active = activation above about 50%; inconclusive = mostly about 30% to 49%; note: 0% is about no effect
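Unstimulated transgenic mouse T cells preincubated 60 min with compound, then stimulated with anti-CD3/anti-CD4-coated beads plus anti-CD28 for 18 h at 37 degrees C. IL-2 response read as EGFP and DsRed fluorescence by plate cytometry.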
EPAC1 ag: qHTS for Agonist of cAMP-regulated guanine nucleotide exchange factor 3 (EPAC1): primary screen | Rap guanine nucleotide exchange factor 3 (Homo sapiens), O95398 | EPAC1 agonist qHTS, biochemical assay; response scale: 100% = response to 6.5 mM cAMP | Potency, µM (series often up to 154 µM), without a hit: top-dose activation, actives largely listed as activators | 360,000 compounds, 0.073% hits; note: potency is the fitted concentration of half-maximal effect; nearly all actives have a fitted effect of over 60% in size
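Multi-concentration qHTS readout: loss of Rap1B-bound BODIPY-GDP fluorescence driven by 100 nM EPAC1 with excess GDP (50 uM), monitored kinetically at room temperature; agonist response expressed relative to 6.5 mM cAMP.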
CCT modulator: High-Throughput Screening for Modulators of Cytosolic Chaperonin Activity; purified chaperonin ATPase assay, HTRF ADP detection, 30 min; 360,000 compounds, 0.3% hits; activity change, % (test concentration not listed), hits read low; in the data active = activity change below about -30%; note: % is set by controls: 0 for no effect and ±100 for the full control effect
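TRiC at 40 or 20 nM final (batch-dependent) in 30 mM Tris pH 7.4, 100 mM KCl, 5 mM MgCl2, 1 mM DTT, with compound at single 76 uM and 10 uM ATP, 30 min at 37 deg C. ADP detected by HTRF Transcreener, 665/615 ratio.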
* = called active by the depositor; u = inconclusive; x = not tested or not shown; [ ] = another dose, or the depositor's remark. Unless noted, calls come from the whole dose curve; as a rule, active = well fitted curve in the direction sought with a large enough effect; inconclusive = small, poorly fitted or top-dose-only effect, or another doubt; inactive = no such curve, though single readings can be large; an effect the other way counts as inactive or inconclusive. This is a subset (hit frequency here may not be typical).

SMILES | EPAC2 agonist | EPAC1 antagonist | PLK1 PBD block | WRN inhibitor | PI5P4Ka inh | IL2 activator | EPAC1 ag | CCT modulator
COc1ccc(OC)c(S(=O)(=O)N2CCCC(C(=O)N3CCC(C(N)=O)CC3)C2)c1 (configuration not stated) | -2% | 14% | 0% | -5% | -2 | -3.7 | 6% | -4.0
CC(C)OC(=O)CSc1nnc(-c2ccc(Cl)cc2)n1N | -4% | 15% | -2% | 0% | x | -0.4 | -2% | -2.2
Cc1ccccc1NC(=O)CCNS(=O)(=O)c1cccc2nsnc12 | 8% | 3% | -5% | -4% | -8 | -0.8 | -2% | 1.7
CCOc1ccc(C(=O)c2cc([N+](=O)[O-])ccc2Cl)cc1 | 1% | -19% | -5% | -27% | 1 | 0.0 | 18% | 0.0
O=C(COC(=O)c1cccc(F)c1)Nc1ccc2c(c1)OCCO2 | 0% | -1% | -5% | -7% | 2 | 0.3 | -5% | 0.0
CCOC(=O)c1ccc(NC(=O)N2CCN(C3CCCCC3)CC2)cc1 | 0% | -1% | 2% | -3% | x | -0.4 | 5% | 1.8
COCCCNC(=O)CCN1N=C(c2ccccc2)CCC1=O | -1% | 1% | -3% | -4% | 2 | -3.3 | 6% | -1.2
CCOC(=O)C1CCCN(C(=O)c2sc(-c3ccccc3)nc2C)CC1 (configuration not stated) | -4% | 4% | 8% | 2% | 2 | 0.3 | -4% | -1.4
COc1ccc(CNCCSc2nnnn2C)c(OC)c1OC | 9% | 11% | -3% | -4% | 4 | 7.7 | 6% | -1.9
Cc1cc(C)n(-c2ccc(OCC(=O)O)nn2)n1 | 2% | 6% | -4% | 0% | x | -1.7 | -5% | -5.6
O=C(Cn1cnc([N+](=O)[O-])c1)c1ccc(Cl)cc1 | 9% | -18% | 0% | 14% | -3 | 2.4 | 1% | -0.7
Cc1cc(Cl)ccc1OCC(=O)N(Cc1cccs1)C1CCS(=O)(=O)C1 (configuration not stated) | 20% | -10% | -5% | -8% | 12 | -2.3 | 3% | 2.6
CSc1ncc(C(=O)Nc2ccc(C)cc2C)c(C)n1 | 3% | -1% | -11% | 5% | -3 | -0.7 | 6% | 0.2
CCCCNC(=O)C(=O)NCc1ccncc1 | 0% | 19% | -5% | -1% | 2 | -0.3 | 8% | 0.5
c1ccc(CSc2ccc(-c3cccs3)nn2)nc1 | 11% | -7% | u | -3% | 0 | 0.0 | 2% | -1.1
Cc1ccc(OC2=NS(=O)(=O)c3ccccc32)cc1 | 4% | -5% | -1% | -11% | 1 | 2.9 | 1% | 1.2
Cc1ccccc1NS(=O)(=O)c1ccc(C(=O)NCCCN2CCCC2=O)cc1 | -8% | 5% | -8% | -21% | 4 | 0.6 | 3% | -4.6
Cc1cc(C)n(-c2nc(NCC3CCCO3)c3c4c(sc3n2)COC(C)(C)C4)n1 (configuration not stated) | -22% | 0% | -13% | 1% | 4 | 0.0 | 12% | -3.9
O=C(CSc1nnc(NC(=O)C2CC(=O)N(c3ccc(F)cc3)C2)s1)NCC1CCCO1 (configuration not stated) | 3% | 9% | -12% | -3% | -27 | 3.2 | 6% | -1.4
CCn1c(O)c(N=NC(=O)CNC(=O)/C=C/c2ccco2)c2ccccc21 | -1% | 12% | -2% | -7% | x | 0.1 | -2% | 1.2
COc1ccc(N(C(=O)c2snc(C(N)=O)c2N)C(C(=O)NCc2ccccc2)c2ccc(O)cc2)cc1OC (configuration not stated) | 9% | -3% | 0% | -2% | 2 | 2.7 | 14% | 1.8
C=CCN(CC=C)C(=S)NC(=O)c1ccc([N+](=O)[O-])cc1 | -3% | 8% | -4% | -16% | 2 | 0.6 | 9% | -3.2
CCC(=O)N1CCc2cc(S(=O)(=O)NC(Cc3ccccc3)C(=O)NC3CCCC3)ccc21 (configuration not stated) | -3% | 5% | u | 2% | -3 | -3.0 | 0% | 0.6
O=C(NCc1cccs1)C1CCN(S(=O)(=O)c2cccc3nsnc23)CC1 | -4% | 6% | 1% | -4% | 0 | 0.2 | 1% | -2.2
CN(Cc1c(F)cccc1Cl)C(=O)C1CC(=O)N(CCc2ccccc2)C1 (configuration not stated) | -1% | u | -8% | -8% | 2 | 4.1 | -7% | 1.1
CN(C)c1ccc(/C=N/N(Cc2ccccc2)c2ccccc2)cc1 | 2% | 7% | 0% | -3% | 4 | -0.7 | 7% | 4.2
O=c1[nH]cc(S(=O)(=O)Nc2ccc3c(c2)OCO3)c(=O)[nH]1 | 8% | -7% | -6% | 0% | -20 | -2.4 | -8% | 2.1
CCN(CCN1CCCC1)C(=O)C1CCC(=O)N(CCCN2CCOCC2)C1 (configuration not stated) | 2% | 5% | -1% | -17% | 0 | 0.0 | -25% | -3.5
CCOCC(=O)Nc1cc([N+](=O)[O-])ccc1C | 8% | -20% | -26% | -12% | 2 | -0.9 | -3% | -1.6
CCC(=O)N(Cc1ccccc1)c1ccccn1 | 6% | 13% | -2% | 6% | 0 | -1.2 | 9% | -1.8
CC(C(=O)N1CCCC1)N(C)CC(=O)Nc1cccc(F)c1 (configuration not stated) | 9% | -9% | -6% | 2% | 1 | 0.5 | -6% | -0.4
O=c1[nH]cc(-c2ccccc2)c(=O)[nH]1 | -2% | -9% | -1% | 9% | 3 | 2.8 | -11% | -0.7
Cc1c(C(=O)c2ccccc2)oc2ccc3ccccc3c12 | 14% | -20% | u | u | 4 | -0.9 | 17% | -2.7
COc1cc(/C=C2\SC(=S)N(NC(C)=O)C2=O)ccc1OC(=O)c1ccco1 | 11% | 10% | -8% | -22% | -12 | 2.1 | -3% | 0.4
CN1CCN(c2nc3c(c(=O)[nH]c(=O)n3C)n2CC(N)=O)CC1 | 9% | 6% | -7% | 0% | x | -1.6 | -5% | -1.3
COCCNC(=O)NC(=O)CN1C(=O)NC(Cc2c[nH]c3ccccc23)C1=O (configuration not stated) | 0% | -3% | -10% | -1% | -2 | -2.4 | 1% | 0.8
COc1ccc(-c2nnc(-c3cc(OC)c(OC)c(OC)c3)o2)cc1OC | -5% | -9% | -7% | 7% | -7 | -0.2 | -1% | -1.8
O=C(CCNC(=O)c1ccccc1Cl)Nc1nc(-c2ccc(F)cc2)cs1 | -1% | -6% | -5% | -21%[57.1 µM] | -6 | -0.6 | 1% | 0.1
CCNC(=O)N1C(=O)C2(OCCO2)c2ccccc21 | -4% | 0% | -2% | -13%[57.1 µM] | 3 | -0.6 | 1% | -2.5
Cc1nc2ccccc2cc1C(=O)O | 1% | 4% | -2% | -15% | 10 | -0.4 | 5% | 1.4
O=C1C2(c3ccccc3)CN(CCCO)CC1(c1ccccc1)CN(CCCO)C2 | 9% | 8% | -5% | 1% | x | 0.0 | 5% | -4.7
COCCn1c(=O)[nH]c2cc(C(=O)NC3CCCCCC3)ccc2c1=O | 8% | -6% | -6% | 6% | 0 | -0.9 | -16% | -0.4
O=C(NC(=S)Nc1ccc2oc(=O)ccc2c1)c1cccc(Cl)c1 | 7% | -21% | u | 5% | -6 | -1.0 | -9% | -1.0
Nc1nc(-c2ccccc2)nn1S(=O)(=O)c1ccccc1 | 2% | -15% | -5% | -5% | 2 | -0.7 | 1% | -1.3
O=C(Nc1ccc(Cl)cn1)Nc1ccccc1F | -1% | 9% | -1% | 4% | 0 | 0.6 | 5% | -1.5
Cc1ccc(-n2nnc(-c3cc4ccccc4n3C)n2)cc1 | 2% | -7% | -22% | -10% | 0 | -0.2 | -1% | 0.5
COc1ccc2sc3ccccc3c(=O)c2c1OC | -17% | 14% | -21% | -12% | 4 | -0.1 | -6% | 2.6
CC(C)(C)NC(=O)CN(C(=O)CS(=O)CC(=O)Nc1ccc(F)cc1)c1ccc2c(c1)OCCO2 (configuration not stated) | -4% | -5% | 0% | 4% | 1 | -2.3 | 2% | -2.2
CN(CC(=O)Nc1ccc(F)c(Cl)c1)S(=O)(=O)c1cccc2nsnc12 | 11% | 3% | -1% | -4% | -1 | 1.0 | 0% | -5.7
CN1CCN(CCCNC(=S)Nc2ccc(F)c(Cl)c2)CC1 | 2% | 0% | 0% | 3% | 5 | 1.6 | 4% | -3.6
COc1ccc(Cl)cc1NC(=S)N1CCN(S(C)(=O)=O)CC1 | 4% | 20% | 0% | 5% | -7 | 0.3 | -12% | -0.6
CCN(c1ccccc1)S(=O)(=O)c1ccc(OC)c(NC(=O)c2cccs2)c1 | 3% | -15% | -7% | -23% | -7 | -0.3 | 15% | 3.4
COc1cccc(NC(=O)c2cn(C)c(=O)c3cc(OC)c(OC)cc23)c1 | 1% | 7% | 3µM* | u | u | -3.1 | -1% | 0.9
COc1ccc(CCN(C)C(=O)c2ccc(S(=O)(=O)Nc3ccccc3F)cc2)cc1OC | -5% | -3% | -7% | -26% | -3 | -4.5 | -2% | -0.9
Cc1cc([N+](=O)[O-])nn1Cc1ccc(C(=O)N/N=C/c2ccc(F)cc2)cc1 | -4% | 3% | 0% | 5% | 1 | -4.7 | -6% | -0.9
COc1ccccc1N(CC(=O)NC1CCCCC1)S(=O)(=O)c1ccccc1 | -3% | 0% | 3% | -2%[57.1 µM] | -4 | -1.1 | 0% | 0.2
CCN(Cc1ccccc1)C(=O)COC(=O)c1cc(=O)[nH]c2ccccc12 | 6% | 25% | -6% | 2% | 0 | -3.8 | -5% | -3.9
CC(C)(C)OC(=O)C[C@H]1C/C=C\C[C@H](CC(=O)NCCO)C(=O)NCCOC1=O | 3% | -1% | -3% | 5% | 0 | -0.7 | -13% | 0.0
Cc1ccc([N+](=O)[O-])cc1NC(=O)C(C)NS(=O)(=O)c1ccc(F)cc1 (configuration not stated) | 3% | -19% | 24µM* | 5%[57.1 µM] | -3 | 1.1 | -2% | -0.6
Cc1ccc(C(=O)OC(C)C(=O)N(C)C2CCCCC2)cc1S(=O)(=O)N1CCCCC1 (configuration not stated) | 2% | -7% | -11% | 1% | 3 | -1.0 | 5% | 0.5
CCOc1cc2[nH]c(=O)n(CCCC(=O)NCc3ccc(OC)cc3)c(=O)c2cc1OCC | -12% | 13% | 0% | -5% | x | -2.4 | 0% | -4.0
COc1cc(CNc2nc3c(C)cc(C)cc3s2)ccc1O | 14% | -24% | -6% | -18% | 2 | 0.2 | 2% | -0.1
